# LMNA splice mod – changes lamin A minigene splicing in HeLa cells; HeLa LMNA splicing GFP/RFP minigene ratio, 48 h; Potency, µM (series often up to 46.1 µM), without a hit: at the highest dose ratio change, negative = inhibition, most hits filed as inhibitors; actives 0.01% (n = 200,000); AID 1487; active means well fitted inhibition curve with a large enough effect in the signal ratio, with a control signal flat, not every such curve was filed as active; inconclusive means small, poorly fitted or top-dose-only effect, or effect the other way, or a change in a side signal; the % refers to the signal ratio; further: on the % scale 0 is the no-effect control and ±100 the full control effect
#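 S3 HeLa stable clones carrying a lamin A-EGFP splicing minigene plus DsRed2 were seeded at 600 cells/well in Opti-MEM with 2% FBS, pin-dosed and incubated 48 h at 37°C. Acumen cytometry (488 nm) gave the GFP/RFP total-intensity ratio.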
# ALDH1A1 block – blocks purified human ALDH1A1 activity; P00352; Purified ALDH1A1, NADH fluorescence, propionaldehyde substrate; Potency, µM (highest dose often 75.3 µM), inactives show at the top dose activity, negative = inhibition, most hits filed as inhibitors; actives 7.3% (n = 220,000); AID 1030; active means well fitted inhibition curve with a large enough effect, not every such curve was filed as active; inconclusive means small, poorly fitted or top-dose-only effect, or another doubt; inactive means no such curve, though single readings can be large or run the other way;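 further: plate controls were no enzyme wells and a reference inhibitor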
# RECQ1 helicase – RECQ1 (human) helicase inhibition. P46063. RECQ1 DNA unwinding, red fluorescence kinetic read. Potency, µM (doses to about 57.3 µM), without a hit: at the top dose activity, negative = inhibition, hits mostly inhibitors. actives 0.54% (n = 240,000);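 further: plate controls were vehicle for no effect and no enzyme for full effect; nearly all actives have a fitted effect of over 30% in size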
#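 RECQ1T1 50 nM; forked duplex (20 bp + 30-nt ss tails) 200 nM, ATP 2 mM final; pH 8.0, 2 mM MgCl2, 2.5 ug/ml poly(dI-dC); 15 min compound preincubation; discontinuous kinetic read over 2 h at RT.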
# SMN2 splice up – enhancers of SMN2 splice variant expression. AID 1458. actives 2.8% (n = 210,000). HEK293 SMN2-luciferase splicing reporter, luminescence, 30-36 h. Potency, µM (highest dose often 46.1 µM), without a hit: at the top dose activity change, positive = activation, usual class: activators; further: % of control where 0% means no effect; nearly all actives have a fitted effect of over 55% in size
#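 HEK293 cells carry an SMN2 […]–luciferase reporter in which exon 7 inclusion puts luciferase in frame. Cells were plated 10-12 h before compound addition, then incubated 30-36 h at 37C. ONE-Glo luminescence was read; sodium butyrate at 4.5 mM final served as control.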
# TexasRed fluor – alters Texas Red total fluorescence, flagging assay interference; Potency, µM (top dose mostly 106 µM), without a hit: at the highest dose fluorescence change, negative = quenching; AID 1479; TRb/SRC2 Texas Red total fluorescence interference; actives 0.29% (n = 280,000); active means well fitted curve in either direction with a large enough effect; inconclusive means small, poorly fitted or top-dose-only effect; further: on the % scale 0 is the no-effect control and ±100 the full control effect
#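 Flags fluorescent or light-absorbing compounds by total fluorescence, S + 2P, at 555 nm excitation and 632 nm emission. Mixture: 20 nM Texas Red SRC2 peptide, 0.6 uM human TRb LBD, 1 uM T3, 5% DMSO; compound exposure 5 h at ambient temperature.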
# TRb SRC2 PPI – inhibitors of human thyroid hormone receptor beta-SRC2 interaction; TRbeta-SRC2 peptide binding, fluorescence polarization; receptor liganded with 1 µM T3; Potency, µM (highest dose often 106 µM), without a hit: at the top dose activity change, negative = inhibition, most hits filed as inhibitors; P10828; actives 0.065% (n = 280,000); AID 1469;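 further: plate controls were bound peptide for no effect and peptide without receptor for full effect; nearly all actives have a fitted effect of over 50% in size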
# Target sequence (P10828 whole entry, looked up): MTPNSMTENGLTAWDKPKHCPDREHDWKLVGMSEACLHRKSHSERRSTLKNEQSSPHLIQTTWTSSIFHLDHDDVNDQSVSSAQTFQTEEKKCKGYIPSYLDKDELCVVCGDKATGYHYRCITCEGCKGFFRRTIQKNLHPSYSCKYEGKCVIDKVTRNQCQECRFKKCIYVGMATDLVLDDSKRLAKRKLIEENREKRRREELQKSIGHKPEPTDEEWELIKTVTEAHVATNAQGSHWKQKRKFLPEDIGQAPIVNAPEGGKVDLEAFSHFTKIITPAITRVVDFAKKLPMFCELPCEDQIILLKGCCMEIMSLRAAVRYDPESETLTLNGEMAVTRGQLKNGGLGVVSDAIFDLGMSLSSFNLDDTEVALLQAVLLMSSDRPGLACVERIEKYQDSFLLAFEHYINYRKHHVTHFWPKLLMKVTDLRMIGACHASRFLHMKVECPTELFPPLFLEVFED
#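 TRb LBD 0.6 uM + Texas Red SRC2 peptide 20 nM, 1 uM T3, Tris buffer w/ 5% DMSO; compound pinned, 5 h RT; FP read ex 555/em 632; normalized to unbound and bound controls.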
# GoLoco inh red – blocks human Gai1 binding to RGS12 GoLoco peptide, red readout; Gai1:RGS12 GoLoco peptide FP, rhodamine, 10 min; Potency, µM (top dose mostly 61.6 µM), for the others: at the highest dose activity, negative = inhibition, usual class: inhibitors; actives 0.44% (n = 230,000); active means well fitted inhibition curve with a large enough effect, not every such curve was filed as active; inactive means no such curve, though single readings can be large or run the other way; further: on the % scale 0 is the no-effect control and ±100 the full control effect; nearly all actives have a fitted effect of over 30% in size; many of its hits are not listed in these tables
# KDM4E inh – JMJD2E (human) inhibition. B2RXH2. JMJD2E catalytic domain, FDH-coupled NADH fluorescence (FDH is formaldehyde dehydrogenase). Potency, µM (titrated, usually from 57.1 µM), for inactives: at the highest dose activity change, negative = inhibition, most hits filed as inhibitors. actives 1.6% (n = 230,000); active means well fitted inhibition curve with a large enough effect, not every such curve was filed as active; inconclusive means small, poorly fitted or top-dose-only effect, or another doubt; inactive means no such curve, though single readings can be large or run the other way;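 further: 0% = wells with enzyme and -100% = buffer wells without enzyme; nearly all actives have a fitted effect of over 50% in size; many of its hits are not listed in these tables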
# Target sequence (B2RXH2 1-337 limits assumed): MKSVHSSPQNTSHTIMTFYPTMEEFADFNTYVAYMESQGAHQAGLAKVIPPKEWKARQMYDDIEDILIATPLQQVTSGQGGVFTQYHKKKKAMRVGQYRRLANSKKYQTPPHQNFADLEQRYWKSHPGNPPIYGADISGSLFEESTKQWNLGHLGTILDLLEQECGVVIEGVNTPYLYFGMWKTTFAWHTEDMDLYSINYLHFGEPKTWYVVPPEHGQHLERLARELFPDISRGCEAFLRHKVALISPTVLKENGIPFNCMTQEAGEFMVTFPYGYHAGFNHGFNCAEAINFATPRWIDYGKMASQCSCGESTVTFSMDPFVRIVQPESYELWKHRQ
# The depositor's hits bear a star; i = inactive; ? = inconclusive; / = no result given; & = joins results of further samples; ! = repeats disagree; [ ] = dose if it differs, or a comment. Unless noted, the call rests on the fitted dose curve; in most records, active means well fitted curve in the direction sought with a large enough effect; inconclusive means small, poorly fitted or top-dose-only effect, or another doubt; inactive means no such curve, though single readings can be large; an effect the other way counts as inactive or inconclusive. Potency means the concentration at half of the fitted maximal effect. This is a subset; the hit share may differ from the screen's.
SMILES,LMNA splice mod,ALDH1A1 block,RECQ1 helicase,SMN2 splice up,TexasRed fluor,TRb SRC2 PPI,GoLoco inh red,KDM4E inh
O=C(O)C1C2CCC(O2)C1C(=O)NC1CCCCC1 (stereo unspecified),?,10%,-1%,-14%,0%,1%,6%,-3%
C=CC#N,/,?,2%,13%,-2%,-4%,-6%,/
CN(Cc1ccccc1)C(=O)Cn1c(=O)oc2cc(S(=O)(=O)NCc3ccccc3)ccc21,-9%,?,-5%,-49%[inhibitor],-1%,-7%,6%,7%
O=C(c1cc(-c2ccccc2)nc2ccccc12)N1CCC2(CC1)OCCO2,9%,?,-11%,0%,-2%,-1%,-1%,1%
CN1C(CC(=O)c2ccccc2)CCCC1CC(O)c1ccccc1 (stereo unspecified),-6%,-2%&9%,-1%,1%,0%&0%,6%&7%,22µM*!,-15%&2%
NC(=O)c1cc(N2CC2)c([N+](=O)[O-])cc1[N+](=O)[O-],?,-2%,-5%,1%,-3%,0%,7%,-3%
CCOP(=O)(CN(CC)CCNP(=O)(OCC)OCC)OCC,-5%,7%,-3%,5%,-1%,-3%,5%,-6%
CCNc1nc(Cl)nc(NCC)n1,?,7%,i,4%,-13%[201 µM],-8%[201 µM],8%,1%
C=C(C)[C@H]1CN[C@H](C(=O)O)[C@@H]1CC(=O)O,/,-4%,-7%,/,0%,-1%,-6%,-8%
C=CCn1c(O)c(C=NCCN2CCNCC2)c(=O)[nH]c1=O,6%,?,i,-12%,2%,-5%,12%,-28%
CNC(=O)c1cccn(Cc2ccc(C(F)(F)F)cc2)c1=O,/,?,i,-8%,-1%,-1%,10%,?
COC(=O)C(O)(c1ccc(N(C)C(=O)COc2ccccc2)cc1)C(F)(F)F (stereo unspecified),6%,8%,-2%,-2%,8%,-3%,-9%,-3%
CC(C)OCCCNC(=O)c1c(N)n(Cc2cccs2)c2nc3ccccc3nc12,?,?,-10%,-8%,1%,6%,1%,?
CCC(C#N)(CC)P(=S)(c1ccccc1)c1ccccc1,?,4%,-14%,-10%,-1%,1%,-1%,6%
O=C(c1cc2ccccc2oc1=O)N1CCC2(CC1)OCCO2,-8%,?,i,7%,5%,0%,-6%,?
COc1ccc(CC2C(=O)N(C)C(=O)N(C)C2=O)c(OC)c1,-6%,-16%,0%,-6%,-2%,-9%,-24%,-19%
O=C(O)/C=C\CO,/,-4%,-8%,/,2%,4%,5%,1%
CC(C)OC(=O)c1c(N)n(CC2CCCO2)c2nc3ccccc3nc12 (stereo unspecified),-17%,?,-1%,-23%,-1%,-24%,3%,?
O=c1c2ccccc2nc(-c2ccoc2)n1-c1ccccc1,-4%,?,-6%,-16%,-5%,-1%,-4%,4%
O=C(N[C@H]1CN2CCC1CC2)c1ccc(Cl)cc1,/,6%,-8%&0%,-7%,-6%&-1%,-5%&3%,11%,-6%
O=c1c2ccccc2nc(N2CCCC2)n1-c1ccccc1,3%,?,-7%,-17%,-3%,-4%,1%,?
CCCCn1c(O)c(C(CC)=Nc2ccc(C(=O)O)cc2)c(=O)[nH]c1=O,-3%,7%,-5%,2%,0%,-2%,3%,?
CCNC(=S)NCCC1=c2ccccc2=N/C1=C\c1c(O)n(C)c(=O)n(C)c1=O,/,?,3%,/,2%,5%,20%,-3%
COCCCn1c(N)c(C(=O)NCc2ccco2)c2nc3ccccc3nc21,/,/,?,/,-6%,-11%,7%,?
CCOC(=O)c1ccc(N=Cc2c(O)n(-c3ccccc3F)c(=S)[nH]c2=O)cc1,25%,-7%,32µM*,9%,5%,9%,66%[activator],8%
CN1CCN(C(=O)COc2ccc(S(=O)(=O)N(C)Cc3ccccc3)cc2)CC1,0%,?,15%,-35%,-5%,-5%,-11%,-4%
COc1ccc2[nH]cc(CCNCc3ccc(Br)cc3)c2c1,/,-13%,-1%,-25%,-1%,6%,-8%,/
CCCCCCC(=O)c1c(O)n(-c2ccccc2OC)c(=O)[nH]c1=O (tested in a mixture with another compound),/,/,6%,/,-1%,-3%,13%,-3%
CC(=O)c1ccc(OC(NC(=O)Cc2ccccc2)C(Cl)(Cl)Cl)cc1 (stereo unspecified),1%,5%,i,-4%,0%,8%,2%,5%
CC(=O)O[C@H]1CC[C@@]2(C)C(=CC[C@@H]3[C@H]2CC[C@]2(C)C(=O)CC[C@H]32)C1,-13%,-1%[20.9 µM],-6%[25.9 µM],1%[20.6 µM],-1%[53 µM],0%[53 µM],3%[21.6 µM],3%[25.5 µM]

# Not a retest: three of the compounds above.
SMILES,LMNA splice mod,ALDH1A1 block,RECQ1 helicase,SMN2 splice up,TexasRed fluor,TRb SRC2 PPI,GoLoco inh red,KDM4E inh
COc1ccc(CC2C(=O)N(C)C(=O)N(C)C2=O)c(OC)c1,-6%,-16%,0%,-6%,-2%,-9%,-24%,-19%
O=C(O)/C=C\CO,/,-4%,-8%,/,2%,4%,5%,1%
CC(C)OC(=O)c1c(N)n(CC2CCCO2)c2nc3ccccc3nc12 (stereo unspecified),-17%,?,-1%,-23%,-1%,-24%,3%,?

# The list continues:
SMILES,LMNA splice mod,ALDH1A1 block,RECQ1 helicase,SMN2 splice up,TexasRed fluor,TRb SRC2 PPI,GoLoco inh red,KDM4E inh
NC(=NCc1ccc(Cl)cc1)SCCCc1cnc[nH]1,/,14%&-5%,4%&-4%,-16%,0%&1%,-14%&2%,9%&-4%,3%
CCCCCCC(=O)c1c(O)n(-c2ccccc2OC)c(=O)[nH]c1=O,-2%,10%,0%,-8%,-4%,5%,11%,5%
N#CC1(c2ccccc2)CCN(C2CC(=O)N(c3ccc(F)cc3)C2=O)CC1 (stereo unspecified),/,32µM*,i,14%,-2%,10%,-4%,-5%
COc1cc(OC)c(OC)cc1/C=C1/C(=O)NC(=O)N(Cc2ccccc2)C1=O,/,5%,-6%,/,2%,-4%,42%[activator],?
CC(Cc1ccsc1)NCc1cn[nH]c1-c1ccc(F)cc1F (stereo unspecified),/,/,-6%,/,-2%,-7%,7%,?
CN1CCCC2(CCN(C(=O)c3csnn3)CC2)C1,/,?,-6%,-12%,/,/,5%,/
O=C(Oc1ccc([N+](=O)[O-])cc1)N1CCC(N2CCCCC2)CC1,-3%,3%&3%,-12%,-1%&-7%,-2%&-4%,3%&-4%,22%&6%,-11%&-16%
O=c1[nH]c(=O)n(-c2ccccc2Cl)c(O)c1C=NCCN1CCCCC1,-9%,-3%,-5%,-11%,-2%,3%,0%,3%
CO[C@H]1[C@@H](OC)CC(OC2OC(CO)C(O)C(O)C2O)/C(=C\C#N)[C@@H]1O (stereo partly specified),?,-6%,-14%,-4%,-8%,-5%,15%,-9%
COc1cc2c(cc1OC)[C@@]13CCN4CC5=CCOC6CC(=O)N2C1[C@H]6[C@@H]5C[C@@H]43 (stereo partly specified),?,11%,7%,-3%,-1%,4%,5%,-2%
O=P(NCc1ccccc1)(Oc1ccccc1)Oc1ccccc1,-3%,6%,-2%,-17%,-8%,4%,-1%,3%
CC(C)C[C@H]1C(=O)N2CCC[C@H]2[C@]2(O)O[C@](NC(=O)[C@@H]3C=C4c5cccc6[nH]c(Br)c(c56)CC4N(C)C3)(C(C)C)C(=O)N12 (stereo partly specified),?,?,-17%,-66%[inhibitor],0%,0%,11%,?
Cc1ccsc1C(=O)C1CCCN(Cc2cnc(N3CCCC3)s2)C1 (stereo unspecified),/,-3%,18%,-27%,-2%,9%,9%,9%
Cc1sc2c(c1C)C(c1cccs1)=NCC(=O)N2CC(=O)NCc1cccs1,?,-11%,-6%,-13%,3%,2%,-1%,-1%
O=C(c1cc2cc3ccc(Cl)cc3nc2o1)N1CCC2(CC1)OCCO2,15%,?,-8%,-13%,1%,-17%,12%,-6%
COP(=S)(OC)Oc1ccc(S(=O)(=O)N(C)C)cc1,?,/,/,/,-1%,-5%,0%,/
CNC(=O)O/N=C(\C)Cc1nnn(-c2cc(C)on2)n1,/,/,-3%,/,-1%,0%,4%,-5%
COCCOC(=O)c1c(C)oc2ccc(OC(=O)N(C)C)cc12,?,7%,i,-10%,0%,-20%,-14%,1%
Clc1ccc(N2CC3CCC(C2)N3)nn1,-14%,11%,-9%,-5%,1%,-2%,6%,-10%
C=CCOC(C)=O,/,-1%,-13%,-9%,-3%,7%,-21%,/
CC(=O)N1CN2CN(C(C)=O)CC(C(=O)c3ccccc3)(C2)C1,3%,0%,-8%,5%,0%,0%,1%,2%
O=C1NC(=O)N(CCc2ccc(F)cc2)C(=O)/C1=C/c1cccs1,/,1.4µM*,-2%,-48%[inhibitor],-2%,7%,18%,6%

# Reprinted at random: six compounds from above, in no set order.
SMILES,LMNA splice mod,ALDH1A1 block,RECQ1 helicase,SMN2 splice up,TexasRed fluor,TRb SRC2 PPI,GoLoco inh red,KDM4E inh
COP(=S)(OC)Oc1ccc(S(=O)(=O)N(C)C)cc1,?,/,/,/,-1%,-5%,0%,/
Clc1ccc(N2CC3CCC(C2)N3)nn1,-14%,11%,-9%,-5%,1%,-2%,6%,-10%
COCCOC(=O)c1c(C)oc2ccc(OC(=O)N(C)C)cc12,?,7%,i,-10%,0%,-20%,-14%,1%
O=C1NC(=O)N(CCc2ccc(F)cc2)C(=O)/C1=C/c1cccs1,/,1.4µM*,-2%,-48%[inhibitor],-2%,7%,18%,6%
CNC(=O)O/N=C(\C)Cc1nnn(-c2cc(C)on2)n1,/,/,-3%,/,-1%,0%,4%,-5%
C=CCOC(C)=O,/,-1%,-13%,-9%,-3%,7%,-21%,/

# Compound activity (PubChem BioAssay)
